# Mot1-301 SUMO: yeast Mot1-301 growth rescue at high temperature, primary screen, SUMOylation pathway inhibitor project, S. cerevisiae, ATP luminescence, 38.5C; AID 2716, 2010; S. cerevisiae Mot1-301 growth rescue; percent above DMSO median, 100 means doubled; growth rescue, % at 18.8 µM; actives 1% (n = 320,000);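 active means every valid replicate shows activation above 250% relative to neutral control wells; inactive means the rest, any valid replicate at or below 250%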;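 further: OY570 slx delta 5 strain wells were the positive control but not used for scaling; some compounds called inactive have numbers as strong as hits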
# Pemphigus Ab inh: inhibitors of pemphigus antibody binding to DSG3, primary screen, biochemical, bead-based, flow cytometry, scFv-GFP. Desmoglein-3 (Homo sapiens), P32926. DSG3-coupled beads, scFv-anti-DSG3-GFP binding; active compounds read low. binding (percent of control), % at 10 µM. actives 0.48% (n = 310,000). AID 588358, 2011;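 active means binding more than 3 SD below its plate's average and above zero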;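 further: hits lower antibody fragment binding to DSG3; some compounds called inactive have numbers as strong as hits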
# PKA-R1A act: activators of PKA-R1A holoenzyme, primary screen, biochemical, fluorescence polarization, Cy5-IP20, bovine R1A, mouse PKAc | cAMP-dependent protein kinase type I-alpha regulatory subunit (Bos taurus) + … | PKA-R1A dissociation; scaled: DMSO 0%, 113 µM cGMP 100% | activation, % at 11.4 µM | actives 0.083% (n = 340,000) | AID 504707, 2011;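 active means percent activation above the mean of all tested compounds plus 3 SD, cut at about 19% in these data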;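 further: higher means more PKAc released from R1A so a rise in polarization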
# E coli growth: E. coli V3065 growth inhibition, primary screen, counter-screen for AddAB inhibitor project, absorbance, OD600. 18 h. AID 449728, 2010. actives 0.27% (n = 330,000). inhibition, % at 11.9 µM;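 active means inhibition above the campaign's mean inhibition across all tested compounds plus 3 SD, cut at about 9.9% in these data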;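 further: uninfected addAB+ strain grown without phage in ampicillin broth; 0% = DMSO wells and 100% = ciprofloxacin 0.95 µg/ml wells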
# HTR5A ag ctr: HTR5A agonists in luminescence cell assay, primary screen, counter-screen for OPRM1-OPRD1 heterodimer agonist project, full-deck HTS; cell-based; actives 0.61% (n = 340,000); 5-hydroxytryptamine receptor 5A (Homo sapiens), P47898; activation, % at 9.3 µM; in the data active means activation mostly above about 9.5%, no sharp cut-off; inactive means mostly below about 7.6%;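 further: 0% = cells with vehicle only and 100% = reference agonist; strong numbers were not always called active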
# MOR-DOR ag: agonists of OPRM1-OPRD1 heterodimerization, primary screen, cell-based, luminescence. activation, % at 9.3 µM. cells. Mu-type opioid receptor (Homo sapiens) + Delta-type opioid receptor (Homo sapiens), …. actives 0.3% (n = 340,000). AID 504326, 2011; in the data active means activation above about 18%;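 further: 0% = vehicle-treated cells and 100% = reference agonist; values of inactives mirror those of a sister screen read the other way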
# Target sequence (P35372 whole entry, looked up): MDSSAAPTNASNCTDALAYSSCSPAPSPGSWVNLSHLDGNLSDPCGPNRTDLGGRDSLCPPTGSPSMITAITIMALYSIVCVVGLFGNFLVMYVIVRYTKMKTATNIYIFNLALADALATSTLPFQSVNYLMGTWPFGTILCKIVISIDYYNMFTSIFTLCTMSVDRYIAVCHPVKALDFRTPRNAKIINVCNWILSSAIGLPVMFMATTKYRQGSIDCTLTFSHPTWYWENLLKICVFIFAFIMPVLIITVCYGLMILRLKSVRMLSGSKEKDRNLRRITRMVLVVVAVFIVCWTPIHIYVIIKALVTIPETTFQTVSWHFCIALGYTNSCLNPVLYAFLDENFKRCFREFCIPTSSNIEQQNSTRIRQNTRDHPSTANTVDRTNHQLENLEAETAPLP
# Target sequence (P41143 whole entry, looked up): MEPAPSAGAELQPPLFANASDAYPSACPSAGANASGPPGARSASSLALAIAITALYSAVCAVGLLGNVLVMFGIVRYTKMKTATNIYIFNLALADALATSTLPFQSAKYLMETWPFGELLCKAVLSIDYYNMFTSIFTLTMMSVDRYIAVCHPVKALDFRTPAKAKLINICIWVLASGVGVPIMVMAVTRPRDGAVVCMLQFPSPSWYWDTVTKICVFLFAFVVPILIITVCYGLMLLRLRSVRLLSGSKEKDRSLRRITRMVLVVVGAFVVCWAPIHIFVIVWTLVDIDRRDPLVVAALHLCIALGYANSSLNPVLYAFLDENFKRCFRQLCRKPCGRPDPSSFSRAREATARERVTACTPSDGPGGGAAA
# MOR-DOR inv ag: inverse agonists of MOR-DOR heterodimerization, primary screen, cell-based, luminescence. Mu-type opioid receptor (Homo sapiens) + Delta-type opioid receptor (Homo sapiens), …. cell-based MOR-DOR heterodimer luminescence, inverse agonism. inhibition, % at 9.3 µM. actives 0.21% (n = 340,000); in the data active means inhibition above about 22%, passing the limit was not always enough;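 further: 0% = cells with DMSO and 100% = wells without cells with DMSO; values of inactives mirror those of a sister screen read the other way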
# HTR5A inv ctr: HTR5A inverse agonists in luminescence cell assay, primary screen, counter-screen for OPRM1-OPRD1 heterodimer inverse agonist project, full-deck HTS; HTR5A cell line, inverse agonism; inhibition, % at 9.3 µM; actives 0.083% (n = 340,000); 5-hydroxytryptamine receptor 5A (Homo sapiens), P47898; AID 504634, 2011; in the data active means inhibition mostly above about 23%, no sharp cut-off; inactive means mostly below about 18%;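 further: 0% = cells with DMSO and 100% = no-cell wells with DMSO; some compounds called inactive have numbers as strong as hits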
# PfHsp90 set2: growth inhibition of PfHsp90-expressing yeast, primary screen, antimalarial PfHsp90 inhibitor project, S. cerevisiae, BacTiter-Glo luminescence, single point, set 2. BacTiter-Glo ATP, 48 h; yeast lacking PDR1 and PDR3 efflux regulators. inhibition, % at 9.4 µM. actives 0.32% (n = 310,000);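 active means every replicate shows inhibition above about 80%, whatever the replicate mean, limit read from the data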;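 further: 0% = DMSO neutral controls and 100% = 20 µM radicicol positive controls; yeast relying on Plasmodium falciparum Hsp90 in place of its own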
# phage Ecoli inh: growth loss of phage-infected E. coli, primary screen, RecBCD inhibitor project, absorbance, with phage, HTS. inhibition, % at 11.9 µM. actives 0.26% (n = 360,000). AID 651602, 2012; in the data active means inhibition above about 11%
# AddAB inh: growth inhibition of E. coli expressing H. pylori AddAB, primary screen, AddAB inhibitor project, absorbance | inhibition, % at 11.9 µM | actives 0.29% (n = 330,000); in the data active means inhibition above about 12%;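 further: 0% = vehicle wells of infected cells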
# An asterisk follows results filed as active; x = no result given.
# Sample of the layout:
SMILES,Mot1-301 SUMO,Pemphigus Ab inh,PKA-R1A act,E coli growth,HTR5A ag ctr,MOR-DOR ag,MOR-DOR inv ag,HTR5A inv ctr,PfHsp90 set2,phage Ecoli inh,AddAB inh
CCOC(=O)c1cnn(-c2cc(Oc3ccccc3)ncn2)c1N,x,99,0,1.8,1,-3.1,15,-2,-11,4.0,0.0
O=C1C=C(c2ccnc3cc(Cl)ccc23)C[C@@H](c2ccc3c(c2)OCO3)C1,14,102,-10,0.6,3,-0.5,3,1,-8,1.9,-0.5
CCn1c2ccccc2c2cc(NC(=O)COC(=O)c3ccccc3Br)ccc21,0,99,4,0.9,7,-2.2,11,-23,-1,4.8,2.8

# Results, from the start:
SMILES,Mot1-301 SUMO,Pemphigus Ab inh,PKA-R1A act,E coli growth,HTR5A ag ctr,MOR-DOR ag,MOR-DOR inv ag,HTR5A inv ctr,PfHsp90 set2,phage Ecoli inh,AddAB inh
CCOC(=O)c1cnn(-c2cc(Oc3ccccc3)ncn2)c1N,x,99,0,1.8,1,-3.1,15,-2,-11,4.0,0.0
O=C1C=C(c2ccnc3cc(Cl)ccc23)C[C@@H](c2ccc3c(c2)OCO3)C1,14,102,-10,0.6,3,-0.5,3,1,-8,1.9,-0.5
CCn1c2ccccc2c2cc(NC(=O)COC(=O)c3ccccc3Br)ccc21,0,99,4,0.9,7,-2.2,11,-23,-1,4.8,2.8
COc1ccc(CCN2C(=O)CC(NNC(=O)c3cccc(O)c3)C2=O)cc1 (configuration not stated),-5,103,0,1.8,0,-1.4,7,-17,-8,2.6,0.7
CN(C)C(=O)N1CCC(C(=O)N2CCCC(C(=O)c3cccc4ccccc34)C2)CC1 (configuration not stated),42,93,4,-2.0,2,0.0,0,-5,-57,1.3,0.0
CC1CCCCN1C(=O)c1ccc(S(=O)(=O)N2CCCCC2C)cc1 (configuration not stated),1,104,0,0.8,-3,-2.3,13,-3,3,2.9,1.5
Cn1c(=O)[nH]c(=O)c2c1nc(SCCN1CCCCC1)n2CCCc1ccccc1,-16,101,2,-1.5,2,-2.2,13,1,-15,0.8,0.4
O=C(Nc1ccccn1)C1CCN(C(=O)Nc2ccccc2)CC1,-2,97,-8,0.4,0,-1.3,8,1,x,5.5,1.4
Cc1cccn2c(=O)c3cc(C(=O)NCCc4ccccc4)c(=N)n(CCCn4ccnc4)c3nc12,9,105,-3,0.2,-1,-1.4,8,-12,-31,4.0,-1.3
CCOC(=O)CC(=O)CSc1ccc2nnc(-c3cccc(F)c3)n2n1,-13,97,-5,1.0,-1,-1.9,10,-8,15,2.3,3.5
CC1CCCC(C)N1C(=O)c1cc(-c2ccco2)on1 (configuration not stated),9,x,-3,-0.8,3,0.1,0,14,6,1.4,2.7
CC(C)n1c(SCC(=O)Nc2ccccc2)nc2c1c(=O)[nH]c(=O)n2C,4,114,-12,-0.5,-1,-2.3,12,26,2,2.9,-0.1
CC1(c2ccc(Cl)cc2)NC(=O)N(CC(=O)N2CCCC2)C1=O (configuration not stated),26,108,-3,-3.2,5,-0.7,4,-20,-30,2.7,-1.2
Cc1cc(C)nc(N/N=C/C2=C(O)CC(c3ccc(F)cc3)CC2=O)n1 (configuration not stated),8,111,x,0.3,x,x,x,x,x,2.2,1.2
COC(=O)[C@]12C(=O)NC[C@H](CN1c1ccc(C(F)(F)F)cc1)N2C,-3,103,-2,0.6,-1,0.4,-2,2,-6,3.0,2.4
CC(C)CNC(=O)c1cc2nc(C3CC3)cc(C(F)(F)F)n2n1,-5,x,-6,0.6,-1,-1.2,7,-29,3,1.0,0.2
Cc1ccc(-c2cc(N)n(-c3ccc(C)cc3)n2)cc1,18,x,6,-0.1,-1,1.5,-9,-21,4,2.6,-0.9
CCN(CC)CCNC(=O)Cn1nc(-c2ccc(C)cc2)ccc1=O,-11,82,-3,0.9,1,-2.2,12,3,9,-0.7,1.0
CC(C)C(C)NC(=O)CSc1nnc(-c2c[nH]c3ccccc23)o1 (configuration not stated),1,83,-7,1.4,-4,-1.2,5,9,-5,1.4,0.9
O=C(Nc1ccc(Cl)cc1)NC1CCCCNC1=O (configuration not stated),8,95,x,2.0,x,x,x,x,x,-0.7,2.1

# Six records picked at random from those above, as already listed:
SMILES,Mot1-301 SUMO,Pemphigus Ab inh,PKA-R1A act,E coli growth,HTR5A ag ctr,MOR-DOR ag,MOR-DOR inv ag,HTR5A inv ctr,PfHsp90 set2,phage Ecoli inh,AddAB inh
Cc1cccn2c(=O)c3cc(C(=O)NCCc4ccccc4)c(=N)n(CCCn4ccnc4)c3nc12,9,105,-3,0.2,-1,-1.4,8,-12,-31,4.0,-1.3
CC1CCCC(C)N1C(=O)c1cc(-c2ccco2)on1 (configuration not stated),9,x,-3,-0.8,3,0.1,0,14,6,1.4,2.7
COc1ccc(CCN2C(=O)CC(NNC(=O)c3cccc(O)c3)C2=O)cc1 (configuration not stated),-5,103,0,1.8,0,-1.4,7,-17,-8,2.6,0.7
CC(C)C(C)NC(=O)CSc1nnc(-c2c[nH]c3ccccc23)o1 (configuration not stated),1,83,-7,1.4,-4,-1.2,5,9,-5,1.4,0.9
O=C(Nc1ccc(Cl)cc1)NC1CCCCNC1=O (configuration not stated),8,95,x,2.0,x,x,x,x,x,-0.7,2.1
Cc1cc(C)nc(N/N=C/C2=C(O)CC(c3ccc(F)cc3)CC2=O)n1 (configuration not stated),8,111,x,0.3,x,x,x,x,x,2.2,1.2

# (listing goes on)
SMILES,Mot1-301 SUMO,Pemphigus Ab inh,PKA-R1A act,E coli growth,HTR5A ag ctr,MOR-DOR ag,MOR-DOR inv ag,HTR5A inv ctr,PfHsp90 set2,phage Ecoli inh,AddAB inh
CCOC(=O)c1c(-c2ccccc2)oc2ccc(OCC(O)CNCCN(C)C)cc12 (configuration not stated),11,95,2,-4.3,2,-1.0,5,-9,46,-3.6,-5.4
CCCCNC(=O)Cn1c2c(c(-c3ccccc3Cl)cc1=O)CCC2,93,102,-5,1.4,13,0.1,-1,-40,-33,5.0,-2.6
C=CCc1cc(Cl)ccc1OCCN(C)C,6,103,3,2.1,-2,0.5,-3,7,31,3.6,0.6
CCOC(=O)C1CCCN(S(=O)(=O)c2nc3nc(C)cc(C)n3n2)C1 (configuration not stated),-2,111,-14,x,2,-1.9,8,-6,-23,3.2,x
COC(=O)c1sccc1NC(=S)Nc1ccc(F)cc1,4,98,-3,0.8,0,-2.9,15,-1,12,-0.2,4.4
O=C(Nc1nccs1)C1CC(=O)N(c2ccccc2Cl)C1 (configuration not stated),1,97,-16,-2.4,0,-0.1,0,-3,6,-1.3,0.4
CCNC(=S)N(CCc1c(C)[nH]c2ccc(C)cc12)Cc1cccs1,12,101,2,1.4,-3,-0.4,2,-26,-2,3.3,3.3
COC(=O)c1ccc(-c2sc3nc(N4CCOCC4)c4c(c3c2N)CC(C)(C)OC4)o1,11,38*,-2,0.1,-1,-2.4,13,4,6,1.2,1.4
Cc1ccc2cc(CCNC(=O)C(C)C)c(=O)[nH]c2c1C,12,99,-2,-0.2,-2,-1.0,5,6,-11,-0.1,0.5
Cc1cccc(NC(=O)c2ccco2)c1C,-12,97,-9,0.6,1,-0.3,1,-4,3,-0.4,-0.9
COCCCN1C(=O)c2ccc(C(=O)NCc3ccco3)cc2C1=O,111,104,-11,1.0,-4,-1.8,10,-21,11,-0.6,-5.7
O=C(COC(=O)C1CCC(=O)N1)Nc1cc(Cl)ccc1Cl (configuration not stated),3,96,4,-0.2,2,0.1,0,-6,-8,4.2,0.5
CCc1cc(C(=O)NC(C)C2CCCO2)cs1 (configuration not stated),55,103,0,0.6,6,-1.4,9,8,11,1.2,1.7
CCCCn1c(CN(C)Cc2ccccc2)nc2c1c(=O)n(C)c(=O)n2C,184,108,-2,0.7,-5,4.3,-19,-5,x,1.2,1.0
CC1(O)N(Cc2ccccc2)C(=O)OC12CCCCC2 (configuration not stated),1,103,7,-3.9,-4,-0.2,1,20,-2,4.5,0.9
O=C(COC(=O)CN=C1NS(=O)(=O)c2ccccc21)Nc1ccccc1OC(F)F,-9,x,0,-0.9,0,2.9,-13,27,-12,-0.3,-1.4
COc1cc(NC(=O)c2ccccc2)c(C)cc1NC(=O)CC(CC(=O)O)c1ccccc1 (configuration not stated),-6,89,-6,2.4,4,-2.1,10,-16,6,2.0,1.8
O=C(NCC1CCCO1)c1ccc2c(=O)n(CC3CCCO3)c(=S)[nH]c2c1 (configuration not stated),46,x,1,-0.6,5,1.7,-10,4,14,3.4,1.0
OCC1OC(n2nnc3ccccc32)C(O)C(O)C1O (configuration not stated),-3,x,-11,1.1,0,-2.8,17,26,4,1.9,2.1
CCCN(C(=O)CSc1nc(C2CC2)n(-c2ccccc2)n1)C1CCS(=O)(=O)C1 (configuration not stated),-4,110,-4,0.0,-2,-0.6,2,11,-12,0.7,-0.3
CC1(C)Cc2c(c(-c3ccco3)[nH]c(=O)c2C#N)CO1,-8,97,-6,-1.6,-1,1.2,-6,21,-1,-0.3,-1.5
O=C(Cc1ccc(Br)cc1)Nc1ccccc1Sc1ccccc1,8,96,-5,2.0,2,4.1,-24,-4,-22,1.2,1.8
COc1ccc(CCNC(=O)C(=O)NCC2OCCN2S(=O)(=O)c2ccc3c(c2)OCCO3)cc1 (configuration not stated),92,103,-5,0.2,3,-2.8,9,6,6,-2.3,2.6
CCCN(CCC)CCCNC(=O)c1cc2c(=O)n(C)c3ccccc3c2n1C,81,103,8,3.8,-2,-1.6,8,6,x,0.6,2.9
CS(=O)(=O)c1nc(-c2ccc(Br)cc2)n[nH]1,-16,106,-1,-1.1,1,-0.5,3,-3,13,1.5,-0.8
Cc1ccc(NC(=O)CSc2nnc(CNC(=O)c3cccs3)o2)c(C)c1,6,106,0,0.4,-3,-1.4,7,8,9,1.9,-0.7
CCOc1ccc(N2CC(C(=O)Nc3ccc(S(=O)(=O)Nc4nccs4)cc3)CC2=O)cc1 (configuration not stated),-2,116,-3,-3.1,6,-2.0,11,-16,1,0.4,-1.2
Cc1[nH]c2ccccc2c1C(=O)COC(=O)c1ccc([N+](=O)[O-])s1,-5,103,-15,1.9,3,11,-57,21,13,2.1,3.5
